M1AAP inhibition: P. falciparum M1AAP inhibitors, biochemical, fluorogenic H-Leu-NHMec substrate, 1536-well (AID 1445). recombinant M1AAP, H-Leu-NHMec fluorogenic kinetic assay; higher % means a stronger effect. inhibition, % at 30 µM; hits with a dose series show IC50 in µM. 0.42% of 220,000 active;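 active = primary inhibition above the hit cutoff, then over 50% inhibition at one or more dose response concentrations, cut at about 23% in these data, passing the limit was not always enough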;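 also: plate controls were DMSO full reaction for no effect and no enzyme background for full effect; strong numbers were not always called active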
WT yeast gro inh: growth inhibition of WT yeast, mitochondrial fusion screen; mitochondrial fusion phenotypic screen, WT strain; inhibition, % at 10 µM; AID 1362; 2.1% of 190,000 active; in the data active = inhibition above about 58%; tested in S. cerevisiae
M17LAP inhibition: P. falciparum M17LAP inhibitors, primary screen, biochemical, fluorogenic H-Leu-NHMec substrate, 1536-well (AID 1619); recombinant M17LAP, H-Leu-NHMec fluorogenic kinetic assay; higher % means a stronger effect; inhibition, % at 30 µM, or IC50 in µM where a hit was titrated; 0.38% of 220,000 active;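 active = compound inhibiting the enzyme by more than half at any dose during confirmatory dose-response retesting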;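 also: plate controls were full reaction with DMSO carrier for no effect and no enzyme background for full effect; strong numbers were not always called active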
Dynein cargo inh: blocks dynein driven cargo transport along microtubules; 0.47% of 220,000 active; AID 1381; 3617.4 mouse cells, GR-EGFP nuclear translocation imaging; test concentration mostly 20 µM; stimulated with dexamethasone, 1 µM; stronger effect = lower value; z-score, hits read low;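 active = plate z-score of nuclear minus cytoplasmic receptor signal below a set negative limit, without overly bright fluorescence or cell loss, cut at about -3.5 in these data, passing the limit was not always enough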;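 also: z-score of nuclear minus cytoplasmic ring GR-EGFP intensity difference per well; some compounds called inactive have numbers as strong as hits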
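medium = tetracycline-free induction medium containing charcoal-stripped FBS | also added = 1.0 µM final dexamethasone stimulus | schedule = 48 h induction, 1 h compound, 30 min dex at 37 °C | technique = fixed, Hoechst-stained cells imaged at 10x for EGFP | measure = GR-EGFP nuclear translocation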
Autophagy mod: modulators of autophagy; MEF GFP-LC3 puncta imaging; test concentration mostly 10 µM; calls only at 10 µM (by protocol); 0.98% of 190,000 active;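 active = percentage of spot-positive cells more than 3 SD above its plate mean, without a fluorescence outlier flag or 80% toxicity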;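 also: spot-positive cell cutoff set from DMSO-treated cells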
Yfh1-depleted yeast: enhancers of respiration in Yfh1-depleted yeast, dose response, Friedreich's ataxia, plus single-dose screen (AID 1465); S. cerevisiae Yfh1-off respiration, WST-1 reduction, 72 h; higher fold induction means a stronger effect; fold induction at 50 µM, or EC50 in µM where a hit was titrated; 0.074% of 220,000 active;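 active = fold induction of absorbance versus untreated yeast above a set limit, then at least 30% activation at any dose in follow-up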;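 also: activators that raise dye reduction in frataxin-depleted yeast; strong numbers were not always called active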
MT stabilizer: stabilizes microtubules in HeLa cells. HeLa tubulin immunostaining HCS, 24 h; share of cells brighter than vehicle mean+2SD. % tubulin-high responders, % at 10 µM. 0.83% of 200,000 active. AID 2205;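 active = plate Z-score above 3 for both tubulin-high and condensed-nucleus cell shares, with cell loss under 80%, at 10 µM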;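 also: anti alpha tubulin signal scored within the nucleus-defined area of each cell; some results filed as inactive read as strong as hits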
b-catenin transl: modulators of beta-catenin nuclear translocation; HeLa beta-catenin nuclear translocation, immunofluorescence imaging; nuclear translocation activity, % at 5 µM; 0.3% of 190,000 active;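 active = nuclear translocation activity above 50% at 5 µM, with a well cell count of 50 or more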;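 also: per-cell ratio of nuclear to cytoplasmic median beta-catenin stain intensity; plate controls were DMSO negative control for no effect and GSK-3 inhibitor IX positive control for full effect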
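Read-out: Nuclear/cytoplasmic beta-catenin signal ratio, % activation | Assay system: Human HeLa cell line | Times: 24 h compound exposure at 37°C, 5% CO2 | Signal: Fluorescence imaging of beta-catenin antibody stain plus DAPI | Dosing: 5 µM primary, 0.02–20 µM confirmation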
T cell HTS: T cell immune modulation candidate; 2C CD8+ T cell-vesicle binding, flow cytometry; stronger effect = lower value; calls only at 7 µM; 0.068% of 330,000 active;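 active = response, share of CD8 T cells binding vesicles, and their 90th percentile fluorescence all below set limits, cut at about 80% in these data, passing the limit was not always enough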
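Test system: purified 2C TCR transgenic mouse naive CD8+ T cells. Probe or stimulus: QL9-peptide-loaded Drosophila micro-vesicles bearing Ld, ICAM-1 and B7-1. Incubation: binding step 1.5 h, 37 °C, antibody labelling 20 min, ice. Measured by: flow cytometry of vesicle-bound cells.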
WT yeast gro inh mutant strain: further read-out of WT yeast gro inh, marked with its call; inhibition, %; mitochondrial fusion phenotypic screen, mutant strain inhibition
Dynein cargo inh cytoplasmic EGFP: also measured in Dynein cargo inh; calls as there; z-score; measured here: cytoplasmic GR-EGFP intensity; stronger effect = higher value
Dynein cargo inh nuclear GR-EGFP: second read-out of Dynein cargo inh, no call of its own (marks repeat the call); z-score; measured here: nuclear GR-EGFP intensity;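 lower value marks the stronger effect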
Dynein cargo inh cell count: further read-out of Dynein cargo inh, marked with its call; z-score; measured here: cell count per field
b-catenin transl cell count 5 µM: also measured in b-catenin transl; calls as there; cell count; measured here: cell count, cytotoxicity flag
T cell HTS vesicle-bound %: also measured in T cell HTS; calls as there; double positive events, %; measured here: CD8+ vesicle-bound cell fraction;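 binding gate set so that unloaded-vesicle control wells show 10% double positive cells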
MT stabilizer Hoechst-high %: second read-out of MT stabilizer, no call of its own (marks repeat the call); % Hoechst-high responders; measured here: nuclear condensation Hoechst responders;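 share of cells brighter than vehicle mean plus two SD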
MT stabilizer cytotoxicity %: further read-out of MT stabilizer, marked with its call; toxicity, %; measured here: cytotoxicity by cell density;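 0% = mean cell density of plate MIN control wells and 100% = no cells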
Autophagy mod cell loss 18 h: second read-out of Autophagy mod, no call of its own (marks repeat the call); toxicity, %; measured here: cell loss, nuclei count;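 cell loss after 18 h compound exposure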
The depositor's hits bear a star; i = inactive; / = not tested or not shown.

SMILES	M1AAP inhibition	WT yeast gro inh	WT yeast gro inh mutant strain	M17LAP inhibition	Dynein cargo inh	Dynein cargo inh cytoplasmic EGFP	Dynein cargo inh nuclear GR-EGFP	Dynein cargo inh cell count	Autophagy mod	Autophagy mod cell loss 18 h	Yfh1-depleted yeast	MT stabilizer	MT stabilizer Hoechst-high %	MT stabilizer cytotoxicity %	b-catenin transl	b-catenin transl cell count 5 µM	T cell HTS	T cell HTS vesicle-bound %
CCOc1ccc(C(=O)CSc2nnc(C3CC3)n2C)cc1	2.5%	-7.7	3.1	10.9%	0.088	-0.157	-0.0724	0.474	i	9.0	/	2.9	1.6	3.0	/	/	i	23.8
C=C(c1ccc(OCCO)cc1)c1ccc(OCCO)cc1	0.1%	-2.7	-3.6	12.1%	-1.2	-0.271	-0.629	0.541	i	-4.1	i	3.7	2.2	4.7	/	/	i	25.7
CC1(C(=O)N(c2ccccc2)C(C(=O)NC2CCCC2)c2ccccn2)CC(=O)N=C2C=CC=CN21 (stereo unspecified)	11.4%	13.4	22.7	-34.6%	1.05	-0.18	0.154	-0.292	i	-8.1	i	1.9	2.2	7.2	-1.5	1155	i	57.3
COc1ccc(CN2C=C3C(=O)C(C)(OC(=O)C4CCCC4)C(=O)C=C3C=C2c2ccsc2)cc1 (stereo unspecified)	1.3%	/	/	10.8%	0.754	-0.734	0.509	-0.506	/	/	i	/	/	/	50.1*	643*	i	10.1
CN(Cc1cccs1)C(=O)CSc1nc(N)cc(N)n1	-0.7%	-11.3	14.8	5.6%	-0.122	-0.271	0.217	0.0896	i	3.2	i	2.9	2.7	8.5	-1.0	1116	i	44.7
CCOC(=O)C(C)Oc1cccc2c(=O)n(CC(=O)NCc3ccc(F)cc3)ccc12 (stereo unspecified)	-0.1%	/	/	-6.0%	-0.355	-0.225	0.438	-0.212	/	/	i	/	/	/	106.2*	384*	i	40.8
CC(NCc1ccc2c(c1)OCO2)C(=O)NC1CCCc2ccccc21 (stereo unspecified)	-0.9%	2.3	6.9	5.2%	-0.139	-0.0393	0.251	0.333	i	-15.5	i	2.0	2.2	3.7	-2.9	1209	i	13.2
O=C(Nc1ccccn1)N1CCOCC1	6.9%	-17.0	-11.2	-4.1%	-0.766	0.0247	0.291	1.36	i	6.0	i	1.5	2.3	13.0	-1.6	1216	i	19.2
CC(C)OC(=O)CSc1nnc(CNc2ccc(Cl)cc2)n1C	0.7%	-7.7	-14.3	1.5%	0.279	-0.32	-0.205	0.527	i	-2.0	i	2.2	1.6	1.5	0.9	1549	i	51.6
Cc1ccc(CNC(=O)c2coc(=O)c3ccccc23)o1	4.3%	-1.7	13.8	14.3%	-3.15	0.13	-1.6	-0.0203	i	-6.6	i	4.1	2.0	4.2	-0.1	997	i	24.9
CCn1c(N2CCN(C(=O)/C=C/c3ccccc3)CC2)nc2ccccc21	1.7%	25.0	3.6	86.5%	1.24	-0.066	0.0745	-0.563	i	-7.4	i	3.1	1.2	0.3	0.3	1541	i	46.6
COc1cccc(C(=O)Nc2nnc(-c3ccc(Cl)cc3)o2)c1	-18.6%	57.7	70.3	-9.6%	0.81	-0.663	0.925	-1.31	/	/	i	/	/	/	6.1	1157	i	48.5
O=[N+]([O-])c1c(Nc2ccccc2O)ccc2nonc12	7.1%	-8.1	0.2	6.5%	-0.585	-0.198	-0.183	0.931	i	8.1	i	2.9	2.3	11.8	-2.1	571	i	57.3
CCOC(=O)/C=c1\s/c(=C\c2ccc(C(F)(F)F)cc2)c(=O)n1CC(=O)NCc1ccco1	4.5%	-8.7	2.7	0.7%	-0.267	-0.16	-0.254	-0.556	i	0.3	i	4.9	3.1	8.0	0.0	1082	i	4.2
NC(=O)C1CCN(C(=O)CSc2nc3ccccc3o2)CC1	2.1%	-5.9	4.7	3.8%	-0.349	-0.185	-0.361	-0.0369	i	-3.5	/	2.8	1.4	4.3	-2.2	1115	/	/
COc1cc(OC)c(NC(C)C(=O)NCc2ccccc2)cc1Cl (stereo unspecified)	-0.2%	-79.2	-67.1	-1.4%	0.297	-0.176	0.0505	0.429	i	1.6	i	0.9	2.1	11.5	1.5	509	i	28.2
COc1ccc(-c2cc(-c3ccc(C)cc3)nc(SCc3nnc(-c4ccccc4)o3)c2C#N)cc1OC	10.6%	-21.1	-15.3	-0.2%	-0.573	-0.315	-0.553	1.07	i	8.7	i	6.9	5.2	2.6	-0.7	562	i	23.9
Cc1cccc(OCc2nnc(N)s2)c1C	3.5%	-5.3	-7.1	10.0%	-0.475	-0.209	0.182	0.502	i	-32.3	i	2.1	1.7	5.0	1.8	833	i	14.8
Cc1ccc2nc(-c3ccncc3)cc(C(=O)Nc3ccc(OC(F)F)cc3)c2c1	9.4%	5.8	2.7	-4.8%	-0.0501	-0.311	-0.123	0.497	i	-30.8	i	13.9*	37.0*	27.1*	12.6	887	i	43.4
CCN(CCCNS(=O)(=O)c1ccc2c(c1)oc(=O)n2C)c1cccc(C)c1	6.7%	6.3	-0.6	16.0%	-1	-0.231	-0.438	1.11	i	3.4	i	3.5	2.2	9.8	-0.2	1040	i	40.1
Cc1ccc(-c2nnc(-c3cc(C)on3)o2)cc1	0.5%	/	/	-2.0%	-0.64	-0.276	-0.258	0.937	/	/	i	/	/	/	-1.2	1343	i	46.3
CCC(C)NC(=O)CSc1nc2ccsc2c(=O)n1-c1ccc(OC)cc1 (stereo unspecified)	-2.3%	-1.1	7.5	-0.2%	-0.82	-0.196	-0.295	1.34	i	-0.3	i	2.4	1.5	5.5	-1.1	956	i	23.8
CC1CCN(c2c([N+](=O)[O-])nn(-c3ccc4c(c3)OCCO4)[n+]2[O-])CC1	7.5%	2.3	2.2	-8.3%	-0.133	-0.00536	-0.166	0.358	i	0.1	i	2.0	2.2	11.1	/	/	i	48.8
COCCNC(=O)c1onc(CSc2ccncc2)c1C(=O)NCCOC	10.2%	/	/	14.1%	-0.932	-0.762	-0.393	0.308	/	/	i	/	/	/	-0.6	1206	i	34.7
O=S1(=O)C[C@H]2NC(=S)N(c3ccccc3)[C@H]2C1	2.2%	-3.5	7.7	10.1%	0.122	-0.213	0.042	-0.255	i	7.4	i	7.1	3.2	8.2	-0.9	1037	i	58.9
COC(=O)c1c(NS(=O)(=O)c2ccc(C)cc2)sc2c1CCC(C)C2 (stereo unspecified)	-5.0%	40.1	-6.5	8.2%	0.0968	-0.17	-0.307	-0.538	i	7.2	/	4.3	1.5	2.5	0.1	1153	i	49.0
COc1cccc(CC2CC(=O)N(CCc3ccc4c(c3)OCO4)C2=O)c1 (stereo unspecified)	-3.0%	-1.7	24.9	4.2%	0.3	-0.419	-0.176	0.292	i	0.5	i	0.8	2.0	17.9	/	/	i	21.3
Cc1[nH]nc(-c2ccc(OCc3cnn(-c4ccccc4)c3)cc2O)c1Oc1ccccc1F	9.4%	-6.4	1.3	-3.5%	-0.345	-0.155	0.528	0.752	i	22.8	i	2.3	2.0	2.8	-1.2	1362	i	21.5
COc1ccc(OC)c(C2C(C(=O)N(C)C)=C(C)Nc3nc4ccccc4n32)c1 (stereo unspecified)	9.8%	6.1	21.5	-8.0%	-0.968	-0.0829	-0.307	-0.001	i	-14.2	i	4.9	1.9	7.4	-1.0	1070	i	27.4
CCC(=O)N/N=C(\C)CC(=O)Nc1ccc2ccccc2c1	4.8%	27.8	0.1	38.6%	-0.26	0.56	0.486	0.89	i	19.5	i	2.6	1.9	9.7	-0.9	1376	i	64.3
CN(C)c1ccc(C(=S)N2CCN(C(=S)Nc3ccc(Cl)cc3)CC2)cc1	-6.0%	8.5	17.8	-3.4%	-0.984	-0.286	-0.649	1.04	i	30.1	i	3.4	1.9	4.4	-5.0	985	i	58.8
CN(C)CCNC(=O)CNC(=S)N(Cc1ccccc1)Cc1cccnc1	-0.4%	1.8	16.5	-12.2%	0.95	0.0482	0.847	-1.83	i	21.3	i	3.0	2.1	4.7	0.5	1099	i	55.8
Cc1ccc2[nH]c3c(=O)n(CCN4CCOCC4)cnc3c2c1	7.1%	-16.5	-10.3	-2.1%	-0.0792	-0.0679	-0.159	0.127	i	1.6	i	4.2	1.8	7.4	-0.1	1291	i	53.6
COc1ccccc1NC(=O)C[n+]1ccccc1	1.8%	-7.5	1.4	9.8%	0.492	-0.14	0.279	0.0888	i	5.3	i	3.3	1.0	1.1	-0.7	1584	i	36.9
NC(=O)CSCc1ccc(Br)cc1	7.5%	-14.3	1.4	11.6%	-0.495	-0.266	-0.272	0.407	i	-4.3	i	3.7	1.7	3.1	0.2	1073	i	12.5

Bioassay records (PubChem BioAssay)
